tim10-1 inh – tim10-1 yeast growth inhibition. 2.2% of 330,000 active. S. cerevisiae tim10-1 ts strain growth, BacTiter-Glo, 24 h. AID 463190. inhibition, % at 20 µM;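 active = inhibition of at least 40%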;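 note: mutant grown at 25 °C; 0% = DMSO wells with yeast and 100% = wells holding no yeast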
TIM10 inh – TIM10 yeast growth inhibition | inhibition, % at 10 µM | 1.4% of 330,000 active | S. cerevisiae TIM10 strain growth, BacTiter-Glo luminescence, 24 h;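 active = inhibition of 40% or more at the single tested concentration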;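 note: wild-type TIM10 isogenic control strain grown at permissive 25 °C; 0% = DMSO yeast wells and 100% = minimal medium wells without yeast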
UPR CHOP act – activators of apoptotic arm of unfolded protein response (CHOP); CHO-CHOP luciferase reporter, UPR activation, luminescence; percent of tunicamycin response over DMSO baseline; activation, % at 10 µM; 0.34% of 330,000 active;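 active = at 10 µM dose, activation of 40% or more, normalized to positive control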;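 note: 100% = tunicamycin at 10 µg/mL and 0% = DMSO alone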
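System: CHO CHOP reporter cells. Amount: 500 cells per well. Buffer or medium: F12 medium, 10% FBS. Compound dosing: one dose, 10 µM in 0.5% DMSO. Incubation: 6 h compound exposure at 37 °C after overnight seeding. Technique: Steady-Glo luciferase luminescence. Benchmarks: tunicamycin and DMSO controls.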
697 NFkB inh – lowers PMA/ionomycin-induced NF-kB signal in 697 B cells; 697 B-cell NF-kB luciferase reporter, 16 h; inhibition, % at 4 µM; 0.33% of 330,000 active; in the data active = inhibition above about 35%
tim23-1 inh – growth inhibitors of tim23-1 mutant yeast | inhibition, % at 20 µM | 1.3% of 330,000 active | AID 463212 | S. cerevisiae tim23-1 growth, BacTiter-Glo luminescence, 24 h;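 active = growth inhibition of the mutant yeast at or above 50%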;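 note: temperature-sensitive mutant grown at 25 °C; plate controls were DMSO-treated mutant yeast for no effect and medium wells lacking yeast for full effect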
XBP1 UPR activ – adaptive UPR (XBP1) activation; activation, % at 20 µM; CHO-XBP1 luciferase reporter, IRE1-XBP1 UPR activation, luminescence; percent of tunicamycin response, DMSO as zero; 0.33% of 330,000 active;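 active = versus positive control, 20 µM dose yields 30% or more activation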;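 note: 100% = tunicamycin at 10 µg/mL and 0% = DMSO only wells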
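assay system = CHO-XBP1 luciferase reporter cells | amount = 1000 cells/well | buffer or medium = F12 plus 10% FBS | compound dosing = single point, 20 µM final compound, 1% DMSO | incubation = 16-18 h cell attachment at 37 °C, then 6 h compound exposure | detection = Steady-Glo luminescence read | controls = tunicamycin 10 µg/mL and vehicle-only wells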
Mdm2 MdmX PPI – disrupts the human Mdm2-MdmX interaction. O15151+Q00987. SaOS-2 split-luciferase Mdm2/MdmX complementation, luminescence. 3% of 330,000 active. inhibition, % at 8 µM. AID 485346;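 active = inhibition of at least 50% at 8 µM in the primary screen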
Target sequence (O15151 whole entry, looked up): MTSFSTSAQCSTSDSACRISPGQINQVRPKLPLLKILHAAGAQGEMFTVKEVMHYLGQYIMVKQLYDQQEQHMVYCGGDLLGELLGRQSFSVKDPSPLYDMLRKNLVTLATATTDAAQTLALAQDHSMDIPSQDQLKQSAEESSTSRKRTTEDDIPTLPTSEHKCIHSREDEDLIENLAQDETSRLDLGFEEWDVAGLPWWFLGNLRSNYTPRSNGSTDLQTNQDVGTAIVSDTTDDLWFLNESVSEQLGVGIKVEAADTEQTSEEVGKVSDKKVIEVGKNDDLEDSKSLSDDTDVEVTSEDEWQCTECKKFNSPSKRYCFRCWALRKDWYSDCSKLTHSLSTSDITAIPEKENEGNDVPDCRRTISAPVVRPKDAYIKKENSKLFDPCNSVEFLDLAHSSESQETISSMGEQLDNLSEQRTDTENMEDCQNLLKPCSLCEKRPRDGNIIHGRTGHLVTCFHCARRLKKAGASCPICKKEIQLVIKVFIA
Target sequence (Q00987 whole entry, looked up): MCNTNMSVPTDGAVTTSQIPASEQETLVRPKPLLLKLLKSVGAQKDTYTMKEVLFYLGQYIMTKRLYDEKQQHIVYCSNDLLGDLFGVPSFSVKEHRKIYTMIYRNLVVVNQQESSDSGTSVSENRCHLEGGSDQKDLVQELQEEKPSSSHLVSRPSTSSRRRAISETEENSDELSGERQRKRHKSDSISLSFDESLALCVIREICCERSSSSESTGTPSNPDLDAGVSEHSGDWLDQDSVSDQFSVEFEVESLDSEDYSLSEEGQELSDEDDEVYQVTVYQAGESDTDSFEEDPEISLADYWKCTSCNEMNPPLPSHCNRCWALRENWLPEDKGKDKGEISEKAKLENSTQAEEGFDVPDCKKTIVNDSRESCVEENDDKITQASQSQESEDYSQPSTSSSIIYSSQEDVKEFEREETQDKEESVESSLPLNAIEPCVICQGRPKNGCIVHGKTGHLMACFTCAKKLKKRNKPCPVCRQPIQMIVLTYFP
Jurkat NFkB inh – lowers PMA/ionomycin-induced NF-kB signal in Jurkat cells; PMA/ionomycin-induced NF-kB luciferase reporter, luminescence; inhibition, % at 4 µM; 0.53% of 330,000 active; AID 435003; in the data active = inhibition above about 50%
Numbers without * were called inactive.

SMILES	tim10-1 inh	TIM10 inh	UPR CHOP act	697 NFkB inh	tim23-1 inh	XBP1 UPR activ	Mdm2 MdmX PPI	Jurkat NFkB inh
COC(CNC(=O)c1ccc(N2CCCC2=O)cc1)OC	6	-7	-0.3	-21	6	2	0	1
COCCCNC(=O)/C(C#N)=C/c1c(N2CCCCCC2)nc2ccccn2c1=O	33	-2	-1.5	0	23	1	-2	-13
CCOc1cc(S(=O)(=O)N2CCN(c3ccc(F)cc3)CC2)c(OCC)cc1-n1cnnn1	-20	-12	-2.4	-14	-15	1	14	7
N#C/C(=C\c1ccccc1Cl)C(=O)Nc1ccccn1	33	43*	1.3	16	64*	-3	-6	7
Cc1cc(=O)c(C(=O)O)nn1-c1ccccc1F	5	0	-0.5	30	4	-1	19	3
Cc1cc(C)nc(-n2ncc3c2CC(c2ccc(C(C)C)cc2)CC3=O)n1 (stereo not drawn)	32	37	1.9	13	32	3	14	21
CCOc1cccc(C(=O)Nc2cccc(-c3nc4ncccc4o3)c2C)c1	26	14	0.2	-29	23	-1	8	-4
C=CCOc1cccc(/C=C/c2nc3ccccc3c(=O)[nH]2)c1	3	3	1.1	-141	3	2	-83	-101
COc1ccc(Cl)c2sc(N3CCN(C(C)=O)CC3)nc12	-9	10	1.1	5	-7	-1	9	-6
CN1c2ccccc2C(O)=C(C(=S)Nc2ccc(Cl)cc2)S1(=O)=O	12	20	-0.2	6	8	1	13	-10
O=C(NCCC(=O)N1CCC2(CC1)NCCc1[nH]cnc12)c1cccc(Cl)c1	17	-1	1.0	1	5	-5	28	0
O=C(Cn1c2ccccc2c(=O)c2ccccc21)Nc1cccc(F)c1	12	3	-0.1	3	1	2	15	7
CS(=O)(=O)Nc1ccc(C(=O)N2CCc3ccccc3C2)cc1	-8	-3	-2.2	4	4	-1	15	-4
Cc1cc(-c2nn(-c3ccccc3F)cc2CNCCc2cnc[nH]2)c(C)s1	-1	21	-0.7	7	4	3	14	-16
[O-][n+]1c2ccccc2c2n1CCN=C2c1ccc(Cl)cc1	13	8	1.9	-20	8	0	-6	-8
O=C(Nc1ccc(Cl)cc1)N1CCCN(Cc2ccccc2F)C1	7	4	-0.1	16	21	-1	16	13
Cn1c(O)c(N=NC(=O)CNC(=O)c2ccccc2)c2ccccc21	14	-13	-0.4	6	21	4	-1	-17
C=CCN(Cc1nc(-c2ccccc2)no1)C(=O)c1ccc2c(c1)OCO2	-3	3	-1.6	4	9	-5	-3	3
CCCS(=O)(=O)N1CCCC(C(=O)Nc2ccc3c(c2)CCC3)C1 (stereo not drawn)	0	5	3.5	-16	5	-6	31	-26
O=C(Nc1cc(S(=O)(=O)N2CCOCC2)ccc1N1CCCCC1)c1cc(-c2ccccn2)nc2ccccc12	13	4	2.4	7	12	21	4	7
O=C(Cc1c(F)cccc1Cl)Nc1ccccc1C(=O)N1CCCCC1	11	3	1.9	-1	16	-2	24	2
COc1ccc(-n2c(=O)c3c4c(sc3n(CC(=O)NCc3ccco3)c2=O)CCC4)c(OC)c1	19	2	-1.5	-13	1	0	-9	0
CSCCC(=O)N1CCN(CC(=O)N2CCCC2)CC1	0	-4	2.3	13	-5	4	9	17
C1CCCCCC(=NNc2nn[nH]n2)CCCCC1	22	-5	-1.1	-24	-1	-3	-3	-9
O=C(Nc1cccc(N2C(=O)C3CCCCC3C2=O)c1)c1ccccc1 (stereo not drawn)	11	0	1.5	10	15	-5	16	11
CCn1c(/C=C/c2c(C)n(CC)c3ccccc23)nc2ccccc2c1=O	18	1	3.8	-37	9	1	31	-6
O=S(=O)(c1ccc(Cl)cc1)N1CCN(c2ncccn2)CC1	6	9	4.2	13	-6	1	8	13
CC(=O)N1CCN(S(=O)(=O)c2cccc(C(=O)NCc3ccc(F)cc3)c2)CC1	1	4	-0.3	-3	5	-4	14	-16
COCCNC(=O)CN(C(=O)Cn1nnc2ccccc21)c1cccc(C)c1C	4	8	1.5	5	14	2	-22	6
Cc1csc(NC(=O)CSCc2c(C)noc2C)n1	-5	-4	0.3	18	-8	2	12	3
COc1ccc(CCNC(=O)CCCOc2ccc(C)cc2)cc1OC	10	12	1.9	-20	15	1	-17	0
CCn1c(=O)c(C(C)=O)c(O)c2ccccc21	-8	18	3.8	2	29	-1	-10	-6
CC(=O)Nc1ccc(S(=O)(=O)NCC(=O)N2CCN(S(=O)(=O)c3cccs3)CC2)cc1	15	10	-0.1	5	18	0	2	3
Cc1nc2cc(NC(=O)N3CC4(C)CC3CC(C)(C)C4)ccc2n1C (stereo not drawn)	22	13	-0.3	-2	14	-2	0	5
CC(C)c1ccccc1OCC(=O)NC1CCCc2ccccc21 (stereo not drawn)	17	7	3.5	23	12	1	-5	16
CCOc1ccccc1NC(=S)NC(=O)c1ccco1	38	27	-0.7	3	54*	-1	6	10
Cc1cc(C)c2cc(CNC3CCCC3)c(Cl)nc2c1	6	11	1.6	14	-4	-2	31	-7
CN(C)CCOc1ccc(C(C)(C)c2ccccc2)cc1	9	8	1.0	5	9	-1	25	11
O=C(NCCN1CCCCC1)Nc1ccccc1Cl	-11	12	3.5	-12	12	-4	0	-7
Cc1ccc(NP(=O)(Nc2ccc(C)cc2)Nc2ccc(C)cc2)cc1	16	-8	0.1	11	1	-3	42	6
O=S(=O)(NCC(c1ccco1)N1CCc2ccccc2C1)c1ccc(Br)cc1 (stereo not drawn)	33	6	-0.8	13	39	-3	14	-8
O=C(C/C=N\OCc1ccc([N+](=O)[O-])cc1)Nc1ccccc1	19	18	0.3	-11	10	-2	-7	-10
CC(C)(O)CC[C@@H](O)[C@](C)(O)C1CC[C@@]2(O)C3=CC(=O)[C@]4(O)C[C@@H](O)[C@@H](O)C[C@]4(C)C3CC[C@]12C (stereo partly drawn)	4	11	-3.0	4	2	0	15	-6
CCOc1ccc(S(=O)(=O)N(C)CC(=O)NC2CC2)cc1	8	5	0.8	15	6	-7	-7	-2
CC(C)(C)SCCNC(=O)Nc1ccccc1	12	-1	5.4	13	12	0	-26	-31
COC(=O)CSc1nnc(C)n1-c1ccc(C)cc1	16	5	-0.1	-15	9	-1	5	-9
COC(=O)NC(NS(=O)(=O)c1ccccc1)(C(=O)OC)C(F)(F)F (stereo not drawn)	7	10	-2.3	16	13	-1	15	-15
Cc1cc(CC(C)C)n(-c2nc3ccccc3c(=O)n2OCc2ccccc2)n1	34	40*	0.6	-20	38	0	12	-15
COc1ccc(CCNC(=O)c2cc(-c3ccccn3)nc3ccccc23)cc1	31	16	0.6	20	32	-1	13	0
NC(=O)c1ccc(-n2nnnc2SCC(=O)Nc2ccc(N3CCOCC3)c(Cl)c2)cc1	-15	3	-2.0	-3	0	-3	25	8

Remaining list, next part:
SMILES	tim10-1 inh	TIM10 inh	UPR CHOP act	697 NFkB inh	tim23-1 inh	XBP1 UPR activ	Mdm2 MdmX PPI	Jurkat NFkB inh
O=C(CSc1ncnc2sc(-c3ccccc3)cc12)NC1CCS(=O)(=O)C1 (stereo not drawn)	9	14	-0.6	11	1	-2	11	-6
CC(C)(C)c1nc(SCC(=O)NNC(=O)c2ccccc2)c2ccccc2n1	35	0	0.1	-12	38	-2	19	7
O=C(Nc1ccccc1N1CCOCC1)c1cnccn1	17	23	2.3	17	3	-2	5	10
Cc1ccccc1N/C(=N/S(=O)(=O)c1cc(F)ccc1F)c1ccccc1	27	11	0.1	-16	19	-2	-22	-19
CC1(OCON)CCCc2ccccc21 (stereo not drawn)	-15	0	0.4	-14	3	-1	-3	-3
Cc1cccc(C#N)c1NC1=CC(=O)CC(C)(C)C1	9	1	-0.3	8	23	-2	1	-7
O=C(Nc1ccc(F)cc1)Nc1ccc(NC(=O)c2ccccc2O)cc1	16	9	-0.1	5	-8	22	12	7
O=S(=O)(NC1CCCC1)c1ccccc1Cl	18	20	1.8	12	9	0	-31	10
Cc1cnc(NC(=O)CC(C)c2ccccc2)s1 (stereo not drawn)	16	14	4.9	-35	27	1	49	21
Cc1ccc(CCNC(=O)CC2Oc3ccc(C)cc3NC2=O)cc1 (stereo not drawn)	12	1	-0.7	6	13	0	-20	4

Brought forward from above: two compounds, followed by the next part.
SMILES	tim10-1 inh	TIM10 inh	UPR CHOP act	697 NFkB inh	tim23-1 inh	XBP1 UPR activ	Mdm2 MdmX PPI	Jurkat NFkB inh
Cc1cnc(NC(=O)CC(C)c2ccccc2)s1 (stereo not drawn)	16	14	4.9	-35	27	1	49	21
Cc1ccc(CCNC(=O)CC2Oc3ccc(C)cc3NC2=O)cc1 (stereo not drawn)	12	1	-0.7	6	13	0	-20	4
NC1=NCC(O)=C1c1nc2ccccc2[nH]1	-1	-7	-0.7	4	-8	0	13	5
CN(c1cc(=O)n2ccccc2n1)C1CCCCC1	-8	-23	1.0	-46	0	3	13	-6
Nc1nc2ccc([N+](=O)[O-])cc2[nH]1	-4	5	-2.3	4	-7	-1	31	-1
O=C(CSCCO)Nc1ccc([N+](=O)[O-])cc1	-8	-2	-1.3	13	0	-2	11	22
Cc1cc(C(=O)N2CC=C(c3ccccc3)CC2)c2ccccc2n1	13	3	0.8	-16	27	-2	55*	67*
Cc1c(Cl)cccc1NC(=O)CCCCCN1C(=O)CCC1=O	5	-3	0.4	19	15	2	-4	3
Cc1cc(C)nc(SCC(=O)OCC(=O)Nc2nc3ccccc3s2)n1	14	7	5.3	-51	-3	1	-31	-15
Cc1c(C)c(C)c(S(=O)(=O)NCCc2ccncc2)c(C)c1C	-1	-5	-1.0	-19	-9	1	12	5
CCc1cccc(NC(=O)c2snc3c(=O)[nH]cnc23)c1	7	9	1.8	-8	5	-1	-57	12
O=C(CSc1nnc(C2CC2)n1-c1ccccc1)N1CCNC1=O	0	1	1.5	30	9	-2	-21	8

One compound at a time (already shown). Values in the order: tim10-1 inh, TIM10 inh, UPR CHOP act, 697 NFkB inh, tim23-1 inh, XBP1 UPR activ, Mdm2 MdmX PPI, Jurkat NFkB inh
`Cc1c(Cl)cccc1NC(=O)CCCCCN1C(=O)CCC1=O` across the screens: 5, -3, 0.4, 19, 15, 2, -4, 3
`Cc1cc(C)nc(SCC(=O)OCC(=O)Nc2nc3ccccc3s2)n1` across the screens: 14, 7, 5.3, -51, -3, 1, -31, -15
`Nc1nc2ccc([N+](=O)[O-])cc2[nH]1` across the screens: -4, 5, -2.3, 4, -7, -1, 31, -1
`CCc1cccc(NC(=O)c2snc3c(=O)[nH]cnc23)c1` across the screens: 7, 9, 1.8, -8, 5, -1, -57, 12
`Cc1cc(C(=O)N2CC=C(c3ccccc3)CC2)c2ccccc2n1` across the screens: 13, 3, 0.8, -16, 27, -2, 55*, 67*

Going on with the list:
SMILES	tim10-1 inh	TIM10 inh	UPR CHOP act	697 NFkB inh	tim23-1 inh	XBP1 UPR activ	Mdm2 MdmX PPI	Jurkat NFkB inh
Cc1c(NC(=S)N2CCN(c3ccc(F)cc3)CC2)c(=O)n(-c2ccccc2)n1C	0	0	0.6	-13	7	-2	6	8
O=C(NC1CC1)C1=C[C@H](c2ccc(C(F)(F)F)cc2)C[C@H](OCc2ccc(CO)cc2)O1	5	13	0.2	-19	21	-2	-12	-24
CN(C)c1nc(Cl)nc(N(C#N)CCOc2ccccc2)n1	17	6	-0.8	14	33	3	17	13
CCOC(=O)Cn1ncc(-c2ccccc2)c1N	8	-9	1.8	-10	9	1	13	-10
C=CCNc1nc(N)c([N+](=O)[O-])c(N2CCCCCC2)n1	9	21	-2.0	-11	40	7	8	16
CC(=O)c1cc2c(cc1NC(=O)C1CC1)OCO2	6	-14	0.5	-10	15	-2	2	-4
CCCNC(=O)c1ccccc1NC(=O)COc1ccc(OC)cc1	8	15	0.1	2	6	0	-17	1
COc1ccc(-c2cc3ccc(OC)cc3cn2)cc1	13	11	-3.8	-327	18	-6	10	-144

High-throughput results from PubChem BioAssay.
